Screening results as filed in PubChem.
TRHR PAM: qHTS for Small Molecule Agonists and Allosteric Enhancers of Human TRH Receptor: Primary Screen for Enhancers | Thyrotropin-releasing hormone receptor (Homo sapiens), P34981 | TRHR cells, fluo-8 calcium fluorescence, EC20 TRH enhancement | enhancement, % at 2 µM | actives 0.66% (n = 360,000) | AID 493056, 2011; in the data active = enhancement above about 30%; also: 0% is about no effect
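Enhancer read-out: after compound pinning and an initial kinetic agonist-mode read, an EC20 of TRH (10 nM final) was injected and fluo-8 calcium signal (Ex 480/Em 530) followed at 1 s/cycle for 100 cycles in TRHR-expressing cells.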
USP1-UAF1 inh: Inhibitors of USP1/UAF1: Primary Screen. Ubiquitin carboxyl-terminal hydrolase 1 (Homo sapiens), O94782. recombinant USP1/UAF1, Ub-Rhodamine cleavage fluorescence. Potency, µM (top dose mostly 57.1 µM), for inactives: at the top dose activity change, negative = inhibition, most hits filed as inhibitors. actives 0.23% (n = 390,000); also: potency is read from the fitted curve at half-maximal effect; % is scaled to controls: 0 for no effect and ±100 for the full control effect; nearly all actives have a fitted effect of over 60% in size; inactives centre near -12
Target sequence (O94782 whole entry, looked up): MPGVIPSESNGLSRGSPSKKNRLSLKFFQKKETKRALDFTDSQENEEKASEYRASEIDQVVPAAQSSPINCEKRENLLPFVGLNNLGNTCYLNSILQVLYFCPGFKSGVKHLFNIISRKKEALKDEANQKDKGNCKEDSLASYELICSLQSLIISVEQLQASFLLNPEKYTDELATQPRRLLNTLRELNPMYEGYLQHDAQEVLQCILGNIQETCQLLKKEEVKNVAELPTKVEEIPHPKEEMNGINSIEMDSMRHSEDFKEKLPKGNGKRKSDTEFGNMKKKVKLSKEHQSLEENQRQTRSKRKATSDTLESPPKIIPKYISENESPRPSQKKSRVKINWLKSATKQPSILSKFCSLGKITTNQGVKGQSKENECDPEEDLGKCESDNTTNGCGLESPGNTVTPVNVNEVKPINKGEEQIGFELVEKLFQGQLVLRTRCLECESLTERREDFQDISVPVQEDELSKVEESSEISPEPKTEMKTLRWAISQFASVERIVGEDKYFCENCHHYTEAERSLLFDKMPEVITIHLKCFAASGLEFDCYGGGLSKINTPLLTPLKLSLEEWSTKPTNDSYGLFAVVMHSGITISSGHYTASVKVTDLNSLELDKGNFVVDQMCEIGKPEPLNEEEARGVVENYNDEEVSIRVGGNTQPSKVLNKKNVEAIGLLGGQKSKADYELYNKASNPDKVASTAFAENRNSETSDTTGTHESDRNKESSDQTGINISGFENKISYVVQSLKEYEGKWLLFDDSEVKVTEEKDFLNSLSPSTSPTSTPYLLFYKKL
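Step one: compound is pinned into 1nM USP1/UAF1 in HEPES pH 7.8 buffer with TCEP. Step two: 15 min room-temperature incubation. Step three: Ub-Rho (150nM final) starts cleavage, tracked by fluorescence over six one-minute reads.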
rTrxR1 inhibitor: qHTS Assay for Inhibitors of Mammalian Selenoprotein Thioredoxin Reductase 1 (TrxR1): qHTS; Thioredoxin reductase 1, cytoplasmic (Rattus norvegicus), O89049; recombinant rTrxR1, NADPH fluorescence consumption, selenite substrate; Potency, µM (highest dose often 114 µM), for the others: top-dose activity change, negative = inhibition, hits mostly inhibitors; actives 1% (n = 390,000); AID 588453, 2011; also: potency is read from the fitted curve at half-maximal effect; % is scaled to controls: 0 for no effect and ±100 for the full control effect; nearly all actives have a fitted effect of over 65% in size
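Rat TrxR1 (90 nM in the dispensed reagent) was pre-reduced with 400 uM NADPH for 5 min at room temperature, then incubated with compound for 15 min. After 400 uM selenite was added, NADPH fluorescence (Ex 340/Em 450 nm) was followed for 8 min.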
D2 antag: HTS Assay for Allosteric Antagonists of the Human D2 Dopamine Receptor: Primary Screen for Antagonists. D(2) dopamine receptor (Homo sapiens), P14416. inhibition, % at 10 µM. HEK293 TREx D2 cells, calcium flux, dopamine EC80. actives 2% (n = 340,000); in the data active = inhibition above about 30%; also: 0% is about no effect
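Dopamine at EC80 is the agonist stimulus; test compounds precede it by 180 s. Calcium flux read kinetically in a force-coupled, inducible HEK293 T-REx D2 cell line.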
TrxR1 substrate: qHTS Assay for Substrates of Mammalian Selenoprotein Thioredoxin Reductase 1 (TrxR1): qHTS. Thioredoxin reductase 1, cytoplasmic (Rattus norvegicus), O89049. actives 0.01% (n = 390,000). Potency, µM (doses to about 114 µM), for the others: top-dose activity change, negative = substrate turnover. purified TrxR1 substrate turnover, NADPH consumption readout; also: potency is read from the fitted curve at half-maximal effect; % is scaled to controls: 0 for no effect and ±100 for the full control effect; nearly all actives have a fitted effect of over 50% in size
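Rat TrxR1, dispensed at 90 nM, was prereduced with 400 uM NADPH (final) for 5 min at ~22 deg C, then incubated with compound 15 min before 400 uM selenite. A first-read NADPH fluorescence drop versus no-compound background flagged substrates.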
D2 agonist: HTS Assay for Allosteric Agonists of the Human D2 Dopamine Receptor: Primary Screen for Agonists. D(2) dopamine receptor (Homo sapiens), P14416. HEK293 T-REx D2 cells, calcium flux agonist mode. activation, % at 2 µM. actives 0.53% (n = 340,000);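 active = activation over 3 SD above normal in the single-dose calcium agonist read, cut at about 30% in these data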; also: 0% is about no effect
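In this primary screen, compounds producing a positive calcium signal within 180 s of addition to tetracycline-induced, force-coupled HEK293 Trex D2 cells are flagged; cells are dye-loaded with a no-wash calcium kit beforehand.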
TRHR ag: qHTS for Small Molecule Agonists and Allosteric Enhancers of Human TRH Receptor: Primary Screen for Agonists. Thyrotropin-releasing hormone receptor (Homo sapiens), P34981. TRHR cells, calcium flux fluo-8, FDSS agonist mode. activation, % at 2 µM. actives 0.18% (n = 360,000). AID 493084, 2011; in the data active = activation above about 30%; also: 0% is about no effect
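Fluo-8-loaded TRHR cells; 10 s baseline, compound added, kinetic Ca2+ fluorescence read 1/s, agonist mode.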
Pin1 inhibitor: qHTS Assay to Find Inhibitors of Pin1 | Peptidyl-prolyl cis-trans isomerase NIMA-interacting 1 (Homo sapiens), Q13526 | Pin1 FP peptide displacement, HiFluor488, 10 min | Potency, µM (highest dose often 115 µM), for the others: at the highest dose activity, negative = inhibition, most hits filed as inhibitors | actives 0.009% (n = 390,000); active = well fitted inhibition curve with a large enough effect in the polarisation, with a control signal flat, not every such curve was filed as active; inconclusive = small, poorly fitted or top-dose-only effect, or effect the other way, or a change in a side signal; inactive = no such curve, though single readings can be large or run the other way; the % refers to the polarisation; also: potency is read from the fitted curve at half-maximal effect; % is scaled to controls: 0 for no effect and ±100 for the full control effect
Target sequence (Q13526 whole entry, looked up): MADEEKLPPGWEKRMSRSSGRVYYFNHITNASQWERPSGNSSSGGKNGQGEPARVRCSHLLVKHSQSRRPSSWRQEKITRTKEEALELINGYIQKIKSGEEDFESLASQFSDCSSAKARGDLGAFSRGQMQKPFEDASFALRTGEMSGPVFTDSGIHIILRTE
IDH1 R132H inh: qHTS for Inhibitors of mutant isocitrate dehydrogenase 1 (IDH1): qHTS | actives 0.093% (n = 390,000) | Potency, µM (highest dose often 76.6 µM), without a hit: top-dose activity change, negative = inhibition, usual class: inhibitors | Isocitrate dehydrogenase [NADP] cytoplasmic (Homo sapiens), O75874 | AID 602179, 2012 | IDH1-R132H enzyme, NADPH consumption, diaphorase/resazurin fluorescence; also: potency is read from the fitted curve at half-maximal effect; % is scaled to controls: 0 for no effect and ±100 for the full control effect; nearly all actives have a fitted effect of over 65% in size
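IDH1-R132H (0.5 ug/mL dispensed) in pH 7.5 Tris buffer was preincubated 30 min with compound, then given a substrate mix of 0.016 mM NADPH and 2 mM alpha-KG for 80 min at room temperature; remaining NADPH was read by diaphorase/resazurin fluorescence.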
An asterisk follows results filed as active; ? = inconclusive; / = no result given; [ ] = dose if it differs, or a comment. Unless noted, calls follow the shape of the dose curve; as a rule, active = well fitted inhibition curve with a large enough effect; inconclusive = small, poorly fitted or top-dose-only effect; inactive = no such curve, though single readings can be large or run the other way.

SMILES	TRHR PAM	USP1-UAF1 inh	rTrxR1 inhibitor	D2 antag	TrxR1 substrate	D2 agonist	TRHR ag	Pin1 inhibitor	IDH1 R132H inh
Cc1ccc(-c2cc(C(=O)NCc3cccnc3)no2)cc1	0	-22%	9%	8	3%	-0.9	-1.0	1%	0%
Cc1ccc(S(=O)(=O)NC(=O)N(CCC#N)Cc2ccccc2)cc1	0	-19%	12%	-13	8%	-0.2	-0.2	1%	2%
CC(C)NS(=O)(=O)c1ccc(OCC(=O)Nc2ccccc2F)cc1	-2	3%	6%	-6	6%	-0.1	-0.2	1%	-1%
CCCN(CCC)CCCNS(=O)(=O)c1ccc2c(c1)oc(=O)n2C	-7	-18%	7%	0	3%	10	1.0	-2%	2%
Cc1cccc(/C=C2\Sc3ccc(C(=O)N4CCOCC4)cc3N(C)C2=O)c1	0	-21%	11%	2	-7%	1.2	-0.5	1%	-2%
CCN1C(=O)/C(=C/c2cnn(C)c2C)SC1=S	-5	/	/	-13	/	1.5	0.8	/	/
CC(=O)OCC1OC(n2ccc3ccccc32)C(OC(C)=O)C(OC(C)=O)C1OC(C)=O (configuration not stated)	1	-20%	6%	1	3%	-0.3	0.5	-3%	3%
N#Cc1c(C(F)(F)F)cc(-c2ccccc2)nc1SCCN1CCOCC1	2	-3%	3%	9	6%	1.6	2.1	?	8%
O=C(Nc1cnccn1)Nc1ccc(Cl)cc1Cl	2	-12%	18%	0	0%	-0.1	0.3	4%	-1%
COc1ccc(C(=O)Nc2cc3c(cc2C#N)OCO3)cc1S(=O)(=O)N1CCN(C)CC1	5	-3%	6%[57.1 µM]	4	8%[57.1 µM]	1.3	0.0	-1%	-4%
Cc1nn(-c2ccccc2)c2c1C1(C(=O)N(C)c3ccccc31)N(c1ccccc1)C(=O)N2 (configuration not stated)	1	-12%	5%	0	0%	-0.9	-0.4	0%	-2%
C/C(CCS(=O)(=O)c1ccccc1)=N/O	2	-2%	4%[57.1 µM]	6	1%[57.1 µM]	9.2	-0.3	9%	8%
COc1ccc(C(=O)NCc2nnc(SCC(=O)Nc3cc(C)cc(C)c3)o2)cc1OC	6	-7%	3%	0	5%	-0.1	0.8	1%	-5%
CSc1nc2nc(C)cc(-c3ccccc3)n2n1	-2	-21%	16%[11.4 µM]	11	-11%[11.4 µM]	2.2	0.7	2%	7%
CCc1nnc(NC(=O)c2ccc(S(=O)(=O)NCC(C)C)cc2)s1	-1	5%	8%	-24	3%	0.4	-0.5	18%	0%
CN(C)CCn1c2c(c(SCC(=O)N3CCc4ccccc43)nc1=O)CCCC2	1	-14%	-2%	-7	-4%	-0.3	-0.2	4%	2%
CCOC(=O)c1ccc(N=Cc2c(O)c3ccccc3oc2=O)cc1	3	6%	1%	-9	0%	0.2	0.1	-13%	1%
CCOC(=O)Nc1ccc2c(c1)nc1n2CCN(CCOC)C1	-4	-19%	11%	-12	31%	0.3	0.6	0%	19%
Cc1ccc2cc(CN(C(=O)c3ccco3)c3ccccc3C)c(=O)[nH]c2c1	-11	-8%	?	-7	16%[57.1 µM]	-1.6	0.1	22%	1%
CSc1cccc(N2C(=O)N(CC(=O)NCc3ccccc3Cl)c3ccccc3S2(=O)=O)c1	0	-22%	12%[57.1 µM]	/	-6%[57.1 µM]	1.0	0.9	6%	24%
CCOC(=O)c1[nH]c(=O)[nH]c1CSc1nc(C)cc(C)n1	-4	-9%	-5%[57.1 µM]	32*	-2%[57.1 µM]	-1.2	0.6	1%	11%
CC(=O)NC1CCN(CC(=O)Nc2nccs2)CC1	-2	-21%	8%[57.1 µM]	12	7%[57.1 µM]	0.5	0.5	1%	6%
Cc1ccc(S(=O)(=O)N(CC(=O)NCc2ccccc2)C(=O)N2CCN(C)CC2)cc1	-2	-9%	8%	-4	6%	0.2	0.7	-9%	9%
CCOC(=O)C1CCN(C(=O)C(=O)N2CCC(C(=O)OCC)CC2)CC1	2	-11%	9%	10	-7%	0.2	-0.7	-10%	0%
CN(C(=O)c1ccc(NC(=O)Cc2cccc(NC(=O)C3CCCN(C(=O)C4CCCCC4)C3)c2)cc1)C1CCCC1 (configuration not stated)	1	-27%	11%	-4	-12%	0.6	0.4	86%[activator]	-7%

Going on with the list.
SMILES	TRHR PAM	USP1-UAF1 inh	rTrxR1 inhibitor	D2 antag	TrxR1 substrate	D2 agonist	TRHR ag	Pin1 inhibitor	IDH1 R132H inh
COc1ccc2c3c1O[C@H]1C[C@@H](O)C=C[C@@]31CCN(C)C2	-1	-25%	17%	-11	6%	-3.2	0.1	-15%	3%
CCOC(=O)C1=C(C)N(C)C(=O)NC1c1ccc(C)s1 (configuration not stated)	-1	0%	19%	13	6%	0.1	-0.3	-14%	8%
Cc1cc2oc(=O)cc(CSc3nnc(-c4cccs4)o3)c2cc1C(C)C	-2	-7%	-11%	36*	9%[57.1 µM]	0.5	0.6	22%	2%
CC(C)c1ccc(/C=N/NC(=O)c2cccc(S(=O)(=O)N3CCOCC3)c2)cc1	3	-23%	16%	-4	4%	1.5	2.1	-6%	-7%
O=C(c1c(F)c(F)c(F)c(F)c1F)N(Cc1ccccc1)Cc1ccccc1	3	-15%	2%	3	0%	0.1	0.2	4%	6%
Cc1cccc(-n2[nH]c3c4c(ccc3c2=O)C(=O)c2ccccc2C4=O)c1	0	3%	11%	-4	3%	-0.6	0.3	1%	1%
Cc1cc(C)c(C(=O)NCCCN2CCOCC2)c(C)c1	4	2%	-6%[57.1 µM]	-3	-10%[57.1 µM]	0.3	1.3	-3%	-6%
CSCCNC(=O)c1ccc2nc(C3CCCCC3)oc2c1	3	-2%	13%[57.1 µM]	-4	-8%	-0.4	0.0	1%	9%
Oc1ccc(Br)cc1-c1nc2cnccn2c1NC1CCCC1	-4	?	1%	8	13%	-0.4	-0.6	?	-2%
Cc1ccccc1NP1(=O)OCCCN1Cc1ccccc1Cl (configuration not stated)	/	-16%	-9%	/	-12%	/	/	-2%	5%
O=C(CSc1nc2ccccc2c(=O)n1NC(=O)c1ccccc1)c1ccc(Cl)cc1	-1	-24%	-2%	12	-6%	0.1	-0.2	40%[activator]	-2%
O=C(COC(=O)CCc1ccc(S(=O)(=O)N2CCCCC2)cc1)Nc1cccc2ccccc12	-4	-7%	-2%	-7	-4%	0.3	0.3	35%[activator]	1%
CCSc1nc(N2CCOCC2)c2ccccc2n1	3	-26%	-5%	-26	-3%	-1.9	-0.7	1%	1%
CC(C)(C)NS(=O)(=O)c1cccc2nsnc12	/	-13%	0%	/	-10%	/	/	-1%	5%
O=C(O)c1ccc(CNCc2cc(Cl)ccc2O)cc1	6	-24%	4%	4	4%	0.4	0.1	-5%	-18%
Cc1ccccc1CS(=O)(=O)Cc1ccc(C(=O)NCc2cccnc2)o1	3	-19%	?	13	-1%	-0.3	-0.7	-2%	9%
CCOc1ccc(NC(=O)Cn2nc(-c3ccncc3)ccc2=O)cc1	2	-31%	29%[57.1 µM]	/	3%[57.1 µM]	/	0.2	-1%	-5%
C=CCn1c(CCC(=O)O)ccc1-c1ccccc1	-1	-15%	-8%	-7	46%[activator]	0.4	0.0	7%	1%
CNC(=O)COC(=O)c1ccc(NS(=O)(=O)c2ccc3c(c2)OCCO3)cc1	2	-6%	3%[57.1 µM]	-35	-8%[57.1 µM]	-0.1	0.4	0%	3%
COCCN1C(=O)c2oc3c(C)cc(C)cc3c(=O)c2C1c1cccc(O)c1 (configuration not stated)	12	-17%	6%	8	3%	-0.5	-1.7	1%	-2%
COc1cccc(OC)c1C(=O)OCC(=O)/C(C#N)=C(\C)N	-7	-11%	8%[57.1 µM]	4	-4%	0.8	0.2	2%	7%
Cc1nnc(N/N=C/c2ccccn2)[nH]c1=O	0	-3%	4%[57.1 µM]	8	1%[57.1 µM]	0.7	0.7	2%	-2%
Cc1ccc(CCNC(=O)c2cc3ccccn3n2)cc1	-3	-17%	14%[57.1 µM]	/	2%[57.1 µM]	-0.2	-0.5	?	-2%

Molecules shown so far with a cyano group, in the order listed:
SMILES	TRHR PAM	USP1-UAF1 inh	rTrxR1 inhibitor	D2 antag	TrxR1 substrate	D2 agonist	TRHR ag	Pin1 inhibitor	IDH1 R132H inh
Cc1ccc(S(=O)(=O)NC(=O)N(CCC#N)Cc2ccccc2)cc1	0	-19%	12%	-13	8%	-0.2	-0.2	1%	2%
N#Cc1c(C(F)(F)F)cc(-c2ccccc2)nc1SCCN1CCOCC1	2	-3%	3%	9	6%	1.6	2.1	?	8%
COc1ccc(C(=O)Nc2cc3c(cc2C#N)OCO3)cc1S(=O)(=O)N1CCN(C)CC1	5	-3%	6%[57.1 µM]	4	8%[57.1 µM]	1.3	0.0	-1%	-4%
COc1cccc(OC)c1C(=O)OCC(=O)/C(C#N)=C(\C)N	-7	-11%	8%[57.1 µM]	4	-4%	0.8	0.2	2%	7%

Not all compounds are listed. The share of hits here may be higher or lower than overall.
